High-throughput results: PubChem BioAssay, several laboratories
MEKK2wt PB1 HTS = raises or lowers MEK5 binding to wildtype human MEKK2 PB1 domain; binding response (% of control), % at 10 µM; bead flow cytometry, Alexa488-MEK5 binding to MEKK2 WT; actives lie on both sides; 290,000 compounds, 1.1% hits; in the data active = binding response below about 67% or above about 130%
NS3 helicase inh = inhibitors of Hepatitis C virus NS3 helicase | NS3 helicase DNA unwinding, Cy5 molecular beacon fluorescence | inhibition, % at 10.9 µM | 290,000 compounds, 0.56% hits | AID 1800;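 active = inhibition above the mean of all tested compounds plus 3 SD, set per campaign, cut at about 35% in these data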;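 also: 0% = DMSO wells and 100% = thioflavine S control wells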
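Material: hepatitis C virus NS3 helicase domain fragment enzyme; measured by: Cy5 fluorescence, 0 and 60 min reads; control set: DMSO and thioflavine S; incubation: 60 min unwinding reaction at 25 °C after ATP addition; read-out basis: % inhibition from 60/0 min fluorescence ratio, DMSO 0%, thioflavine S 100%; repeats: singlicate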
GalR3 antag = antagonists of human GalR3 | O60755 | HEK293 GalR3-CNG cAMP membrane potential fluorescence; galR3 body fused to GalR1 C-terminus | inhibition, % at 3 µM | 360,000 compounds, 0.44% hits | AID 651719;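 active = inhibition above the screen-wide average plus 3 SD, cut at about 13% in these data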;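 also: forskolin and galanin both at EC90 stimulate the cells; cAMP rise reported by CNG channel membrane potential dye signal; 0% = forskolin plus galanin with DMSO and 100% = forskolin alone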
CRFBP-R2 block = antagonists of CRF-binding protein/CRF-R2 receptor complex; HEK293 CRF-R2/CRF-BP, CRF-induced calcium fluorescence; inhibition, % at 11.8 µM; 350,000 compounds, 0.59% hits; AID 588475;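 active = inhibition of the ligand-induced calcium signal above about 50% at the single tested concentration, limit read from the data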
MEKK3 PB1 HTS = modulators (inhibitors or enhancers) of MEK5 binding to human MEKK3 PB1 domain; Q99759; bead-based flow cytometry, Alexa488-MEK5 binding to MEKK3; actives lie on both sides; 0 = blocked by unlabeled MEK5, 100 = vehicle; binding response (% of control), % at 10 µM; 290,000 compounds, 1.4% hits;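 active = binding response more than 3 SD above or below the average of its plate-row segment, actives on both sides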;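 also: Alexa488 bead fluorescence after subtracting the streptavidin-only scavenger bead signal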
Target sequence (Q99759 whole entry, looked up, the tested form may be a part): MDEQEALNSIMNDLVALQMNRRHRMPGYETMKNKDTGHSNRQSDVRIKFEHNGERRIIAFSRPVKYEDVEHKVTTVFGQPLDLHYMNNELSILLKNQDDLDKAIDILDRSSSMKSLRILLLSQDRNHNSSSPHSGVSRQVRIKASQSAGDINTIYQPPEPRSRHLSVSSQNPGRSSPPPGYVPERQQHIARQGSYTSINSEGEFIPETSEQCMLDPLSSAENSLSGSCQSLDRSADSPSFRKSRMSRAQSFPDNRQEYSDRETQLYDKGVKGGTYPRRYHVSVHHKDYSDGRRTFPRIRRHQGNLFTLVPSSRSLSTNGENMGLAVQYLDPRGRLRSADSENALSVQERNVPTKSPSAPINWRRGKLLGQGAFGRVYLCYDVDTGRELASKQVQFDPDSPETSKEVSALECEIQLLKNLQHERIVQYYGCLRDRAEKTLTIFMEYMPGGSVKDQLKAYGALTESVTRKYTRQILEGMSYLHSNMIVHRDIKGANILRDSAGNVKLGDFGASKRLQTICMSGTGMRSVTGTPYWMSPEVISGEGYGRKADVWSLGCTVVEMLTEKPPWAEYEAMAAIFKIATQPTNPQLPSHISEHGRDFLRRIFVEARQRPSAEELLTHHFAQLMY
FID counter = counter-screen for HCV NS3 helicase inhibitors: DNA intercalator displacement | 290,000 compounds, 0.17% hits | DNA fluorescent intercalator displacement, fluorescence | inhibition, % at 7.9 µM; in the data active = inhibition above about 37%;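 also: 0% = vehicle and 100% = reference compound; higher means more ethidium bromide displaced from hairpin DNA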
CRFR2-BP ag = agonists of human CRF-binding protein/CRF-R2 receptor complex; HEK293 CRF-R2/CRF-BP, calcium dye fluorescence (FLIPR); percent of saturating CRF peptide response; activation, % at 13.2 µM; 350,000 compounds, 0.46% hits; AID 588473;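 active = activation of at least 50%, plus an integration ratio under a set limit after plate pattern correction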;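 also: plate controls were neutral control wells without compound for no effect and CRF at EC100 for full effect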
MEKK2mut PB1 HTS = signal of MEK5 binding to mutant human MEKK2 PB1 domain | bead flow cytometry, Alexa488-MEK5 binding to MEKK2 mutant | percent response, % at 10 µM | 290,000 compounds, 0.35% hits | AID 1530; in the data active = percent response above about 24%, passing the limit was not always enough; also: inactives centre near 1; some results filed as inactive read as strong as hits
UBC9 SUMO inh = blocks human SUMOylation mediated by UBC9. HTRF SUMOylation assay, SAE1/SAE2 + UBC9, in vitro. inhibition, % at 35 µM. AID 2006. P63279. 290,000 compounds, 0.36% hits; in the data active = inhibition above about 50%, passing the limit was not always enough; also: strong numbers were not always called active
Target sequence (P63279 whole entry, looked up): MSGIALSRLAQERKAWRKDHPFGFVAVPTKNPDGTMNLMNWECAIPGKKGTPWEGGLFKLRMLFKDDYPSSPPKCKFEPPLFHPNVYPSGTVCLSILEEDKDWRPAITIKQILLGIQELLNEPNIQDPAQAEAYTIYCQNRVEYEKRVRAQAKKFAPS
Starred values were filed as active, the others as inactive; · = not tested or not shown; [ ] = remark or other dose.

molecule	MEKK2wt PB1 HTS	UBC9 SUMO inh	MEKK3 PB1 HTS	FID counter	GalR3 antag	CRFR2-BP ag	NS3 helicase inh	MEKK2mut PB1 HTS	CRFBP-R2 block
CN(C)c1ccc(C(=O)c2ccccc2C(=O)O)c(O)c1	103	11	98	-5	0	-0.5	5	1	5
O=C(CCC(=O)N1CCOc2ccccc21)NCCCN1CCOCC1	103	13	102	-3	·	-1.6	5	1	-49
CCN1CCN(C(=O)c2ccc(Cl)c(S(=O)(=O)N3CCOCC3)c2)CC1	98	-1	97	4	-12	-0.5	4	-3	10
COC(=O)CN(c1ccc(C)cc1)S(=O)(=O)c1ccc(F)cc1	91	6	97	-13	0	0.5	4	-8	14
CN(C)/C=C(\C#N)C(=O)c1cccnc1Oc1cccc(F)c1	107	22	107	4	-6	-1.5	4	5	-5
Oc1ccc(Br)cc1CN1CCCCCCC1	106	11	99	1	-3	-0.6	1	4	-21
O=C1CC(c2ccc(S(=O)(=O)NCc3ccccc3)cc2)CN1 (stereo unspecified)	100	4	98	-2	-2	-1.4	-4	4	17
O=C(O)Cc1ccc(NC(=S)Nc2ccc(Br)cc2Cl)cc1	103	13	105	2	-7	-9.0	-4	5	15
CN(C)S(=O)(=O)c1ccc(C(=O)Nc2ccccc2[N+](=O)[O-])cc1	92	-15	96	1	-2	-0.9	1	-1	-21
CC1CCc2c(C(=O)NCc3cccnc3)csc2C1 (stereo unspecified)	101	3	100	-7	-2	0.4	-2	0	8
O=C(c1ccco1)N1CCN(S(=O)(=O)c2ccc(Oc3ccccc3)cc2)CC1	99	-4	99	-34	-8	3.6	-14	2	7
O=C(COC(=O)C1CC(=O)N(Cc2ccccc2)C1)Nc1ccccc1F (stereo unspecified)	95	-12	91	-10	-5	4.1	-8	-7	13
CCCCNC(=O)c1ccccc1SCc1c(C)noc1C	108	9	105	-9	-1	-0.3	0	7	-1
CC(=O)Oc1cccc(/C=c2\sc3nc(-c4ccco4)nn3c2=O)c1	101	8	101	-14	-3	11	24	2	-56
COc1ccc(-c2csc3ncn(Cc4ccccc4)c(=O)c23)cc1	108	1	108	-20	4	-0.9	2	14	5
O=C(NCc1ccccn1)c1ccc(=O)oc1	98	0	100	-10	-5	2.2	2	1	-3
O=C(NCc1ccc(OC(F)(F)F)cc1)C1CC(c2cccc(F)c2)=NO1 (stereo unspecified)	97	22	98	·	-7	1.2	·	6	-2
COc1ccc(S(=O)(=O)Nc2c(O)c3ccccc3oc2=O)cc1	98	6	97	-1	-5	-1.4	-6	3	7
O=C(CCc1nnc2ccc(N3CCC4(CC3)OCCO4)nn12)N1CCCCC1	95	18	97	-28	1	0.2	-6	2	-2
COC(=O)C1CCCN1C(=O)C12CC3CC(CC(C3)C1)C2 (stereo unspecified)	103	5	105	-11	-9	0.3	5	10	0

12 compounds from above, ordered by formula weight, smallest number first:
molecule	MEKK2wt PB1 HTS	UBC9 SUMO inh	MEKK3 PB1 HTS	FID counter	GalR3 antag	CRFR2-BP ag	NS3 helicase inh	MEKK2mut PB1 HTS	CRFBP-R2 block
O=C(NCc1ccccn1)c1ccc(=O)oc1	98	0	100	-10	-5	2.2	2	1	-3
COC(=O)C1CCCN1C(=O)C12CC3CC(CC(C3)C1)C2 (stereo unspecified)	103	5	105	-11	-9	0.3	5	10	0
CCCCNC(=O)c1ccccc1SCc1c(C)noc1C	108	9	105	-9	-1	-0.3	0	7	-1
O=C1CC(c2ccc(S(=O)(=O)NCc3ccccc3)cc2)CN1 (stereo unspecified)	100	4	98	-2	-2	-1.4	-4	4	17
COC(=O)CN(c1ccc(C)cc1)S(=O)(=O)c1ccc(F)cc1	91	6	97	-13	0	0.5	4	-8	14
COc1ccc(-c2csc3ncn(Cc4ccccc4)c(=O)c23)cc1	108	1	108	-20	4	-0.9	2	14	5
CC(=O)Oc1cccc(/C=c2\sc3nc(-c4ccco4)nn3c2=O)c1	101	8	101	-14	-3	11	24	2	-56
O=C(COC(=O)C1CC(=O)N(Cc2ccccc2)C1)Nc1ccccc1F (stereo unspecified)	95	-12	91	-10	-5	4.1	-8	-7	13
O=C(NCc1ccc(OC(F)(F)F)cc1)C1CC(c2cccc(F)c2)=NO1 (stereo unspecified)	97	22	98	·	-7	1.2	·	6	-2
O=C(O)Cc1ccc(NC(=S)Nc2ccc(Br)cc2Cl)cc1	103	13	105	2	-7	-9.0	-4	5	15
CCN1CCN(C(=O)c2ccc(Cl)c(S(=O)(=O)N3CCOCC3)c2)CC1	98	-1	97	4	-12	-0.5	4	-3	10
O=C(c1ccco1)N1CCN(S(=O)(=O)c2ccc(Oc3ccccc3)cc2)CC1	99	-4	99	-34	-8	3.6	-14	2	7

(continued)
molecule	MEKK2wt PB1 HTS	UBC9 SUMO inh	MEKK3 PB1 HTS	FID counter	GalR3 antag	CRFR2-BP ag	NS3 helicase inh	MEKK2mut PB1 HTS	CRFBP-R2 block
O=C(COc1ccc(Cl)cc1)NCc1nnc(SCC(=O)NCC2CCCO2)o1 (stereo unspecified)	103	-5	103	-10	-3	-3.6	-6	2	15
COc1ccc(CCNc2nc3ccc(C)cc3n3cnnc23)cc1OC	104	-3	102	-38	19*	0.7	-6	3	-11
Cc1c(N(C)C(=O)c2ccco2)c(=O)n(-c2ccccc2)n1C	106	3	103	-2	-8	-2.0	5	1	9
CC1=C(C(=O)OCc2ccccc2)C(c2ccc([N+](=O)[O-])cc2)NC(=O)N1CCCCCC(=O)O (stereo unspecified)	101	-12	97	-42	-2	0.3	11	3	4
O=C(OCc1cc(-c2ccccc2)no1)c1ccc2ccccc2n1	108	14	111	-22	-5	6.3	-12	1	-4
O=C(NCCCn1ccnc1)C(Cc1ccccc1)N1C(=O)c2ccccc2C1=O (stereo unspecified)	97	13	101	1	-3	1.0	-2	-2	1
COc1ccc(CNc2nccs2)cc1	107	11	107	1	-8	0.7	6	8	7
COc1ccccc1CNc1nc(-c2cc(C)n(C)c2C)cs1	-7.0*[inhibitor]	34	78	-5	·	8.6	14	-4	-5
Cc1cccc(C(=O)NCCCNC(=O)c2ccccn2)c1	99	16	103	-8	-3	-0.5	-12	-3	0
O=Nc1ccc(NOC(=O)c2ccc(Br)cc2)cc1	97	7	100	-7	·	·	12	4	·
Cc1ccc(NC(=S)Nc2ccc(C(C)C)cc2)cc1S(=O)(=O)N1CCCCCC1	118	-17	94	-9	-3	25	-5	3	-28
Cc1cc(NC(=NC2CC2)c2ccccc2F)n(-c2ccccc2)n1	100	5	100	-9	-6	9.5	7	3	-12
Cn1c(C(=O)O)cc2cc(Oc3ccccc3)ccc21	104	23	101	-25	-7	-2.0	16	2	9
Cn1c(SCC(=O)NCCc2ccccc2)nnc1C1CCCCC1	106	-6	101	-24	-6	0.5	7	5	-14
Cc1nc(-c2ccc(F)cc2)c(CC(=O)N2CCN(S(=O)(=O)c3ccccc3Br)CC2)s1	104	-1	103	-47	-3	-5.3	-11	1	-7
Cc1cccc(-n2nc([N+](=O)[O-])c(=NC3CCN(Cc4ccccc4)CC3)n2O)c1	106	-4	102	13	-2	-2.3	-9	3	-5
CCOC(=O)C1=C(C)NC2=C(C(=O)CCC2)C1c1cn(Cc2ccc(Cl)cc2Cl)nc1-c1ccccc1 (stereo unspecified)	·	-2	·	1	16*	4.1	2	·	-26
C=CCOc1ccc(/C(O)=C2\C(=O)C(=O)N(CCCOC)C2c2ccc(O)c(OC)c2)cc1 (stereo unspecified)	105	24	105	-21	2	0.9	-6	9	16
Cc1cc(C)c(NC(=O)c2oc3ccccc3c2COc2ccccc2)c(C)c1	100	-21	102	-14	-4	32	-5	1	-32
Cc1ccccc1-n1nc(C)c2cc(C(=O)N3CCN(S(=O)(=O)c4ccc(F)cc4)CC3)sc21	99	11	100	-2	-2	3.6	8	4	-67

New compounds follow.
molecule	MEKK2wt PB1 HTS	UBC9 SUMO inh	MEKK3 PB1 HTS	FID counter	GalR3 antag	CRFR2-BP ag	NS3 helicase inh	MEKK2mut PB1 HTS	CRFBP-R2 block
CCCn1cc(NC(=O)c2cc3n(n2)C(C(F)(F)F)CC(c2ccccc2)N3)cn1 (stereo unspecified)	94	-4	92	-8	-5	-0.3	-5	-4	-3
O=c1[nH]c(C2CCCN(S(=O)(=O)c3ccc(F)cc3)C2)nc2c1nnn2Cc1ccc(F)cc1 (stereo unspecified)	94	1	98	-33	-8	2.9	-14	-8	-10
Brc1cccc(/C=N\n2cnnc2)c1	97	-1	101	1	-4	-0.5	8	2	-4
COC(=O)C1CCN(C(c2ccc(OC)c(OC)c2)c2sc3nc(C)nn3c2O)CC1 (stereo unspecified)	107	-5	100	·	·	-0.2	·	6	0
O=C(/C=C/c1ccc([N+](=O)[O-])cc1)c1cccnc1	102	-6	101	7	7	-0.7	-13	22	-30
CCOC(=O)c1nn(-c2cccc(OC)c2)c2nc(CC)c(C#N)c(=O)n12	96	24	89	-5	0	0.8	2	-3	19
O=C(Nc1c2c(nn1-c1ccc(F)cc1)CS(=O)C2)c1ccc2c(c1)OCO2 (stereo unspecified)	104	11	101	-11	-1	-1.1	-8	4	15
O=C(CN1C(=O)CC(c2ccccc2)=Nc2ccccc21)NC1CCCCC1	100	22	100	-24	-6	-1.5	-4	-1	4
CC(C)(C)NC(=O)CN(c1cccc([N+](=O)[O-])c1)S(=O)(=O)c1ccccc1	96	10	108	3	1	-0.3	-4	-6	13
O=C(NC1CCCC1)C(c1cccnc1)N(C(=O)c1ccco1)c1ccc(F)cc1 (stereo unspecified)	98	5	99	-22	-8	0.2	-2	-2	-6
CC(C)C[C@@H]1NC(=O)N(CCCn2ccnc2)C1=O	107	18	104	-7	-9	0.8	-5	8	2
CCc1ccc(NC(=O)c2ccc(F)c(S(=O)(=O)NCC3COc4ccccc4O3)c2)cc1 (stereo unspecified)	118	-53	104	-3	-3	4.7	-23	9	-4
CCOC(=O)N1CCN(C(=O)c2cc3c(-c4cccc(OC)c4)nn(C)c3s2)CC1	107	8	107	-49	-5	-2.8	-3	1	30
CSC1=NCCN1C(=O)c1c(-c2ccccc2Cl)noc1C	104	1	101	-9	-2	0.8	10	4	-5
C=CCn1c(SCC(=O)c2ccc(F)cc2)nnc1-c1ccc2c(c1)OCO2	100	19	103	-30	-3	1.1	-9	0	23
COC(=O)c1ccc(NC(=O)CSCc2ccccc2)cc1	110	7	104	-11	·	-0.5	-2	12	-11
CCn1c(=O)c2cc(C(=O)Nc3cc(C)on3)sc2c2ccccc21	·	11	·	-3	·	-1.0	2	·	-12
COc1cc(=O)[nH]c(SCC(=O)Nc2ccc3ccccc3c2)n1	100	-2	103	-5	-9	2.4	7	0	2
CCCCCSc1ncccc1C(=O)O	105	9	104	0	-5	0.6	-31	3	4
COc1cc(OC)cc(C(=O)N2CCN(c3ncccn3)CC2)c1	95	26	97	-21	-3	1.1	4	0	15

This is a subset (hit frequency here may not be typical).
